KCNK9 inh: inhibitors of human KCNK9 two-pore domain potassium channel. HEK293 KCNK9, FluxOR thallium flux fluorescence; stronger effect = lower value. 310,000 tested, 1.2% active. B-score at 10 µM;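 active = ratio B-score over 3 SD below the library mean, with starting fluorescence within 5 SD of its mean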;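 note: negative B-score means less thallium flux so channel inhibition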
hERG protect: hERG (human) protection from proarrhythmic block | Q12809 | CHO-hERG, FluxOR thallium flux, dofetilide IC70 present | activation (rescue from dofetilide block), less the hit threshold, % at 10 µM | 310,000 tested, 0.51% active | AID 1511;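 active = activation above the mean of controls blocked by dofetilide plus 5 SD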;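 note: thallium influx through hERG after potassium depolarization seen as dye fluorescence rise; in these data hits start at about 4.7%; inactives centre near -7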
KCNQ1 act: potentiators or activators of human KCNQ1 potassium channel. P51787. CHO-K1 KCNQ1, thallium flux FluxOR fluorescence; stronger effect = higher value. B-score at 10 µM. 310,000 tested, 0.35% active;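 active = fluorescence ratio B-score, a plate-corrected score, at least three library SD, with initial intensity B-score within 5 SD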
Target sequence (P51787 whole entry, looked up): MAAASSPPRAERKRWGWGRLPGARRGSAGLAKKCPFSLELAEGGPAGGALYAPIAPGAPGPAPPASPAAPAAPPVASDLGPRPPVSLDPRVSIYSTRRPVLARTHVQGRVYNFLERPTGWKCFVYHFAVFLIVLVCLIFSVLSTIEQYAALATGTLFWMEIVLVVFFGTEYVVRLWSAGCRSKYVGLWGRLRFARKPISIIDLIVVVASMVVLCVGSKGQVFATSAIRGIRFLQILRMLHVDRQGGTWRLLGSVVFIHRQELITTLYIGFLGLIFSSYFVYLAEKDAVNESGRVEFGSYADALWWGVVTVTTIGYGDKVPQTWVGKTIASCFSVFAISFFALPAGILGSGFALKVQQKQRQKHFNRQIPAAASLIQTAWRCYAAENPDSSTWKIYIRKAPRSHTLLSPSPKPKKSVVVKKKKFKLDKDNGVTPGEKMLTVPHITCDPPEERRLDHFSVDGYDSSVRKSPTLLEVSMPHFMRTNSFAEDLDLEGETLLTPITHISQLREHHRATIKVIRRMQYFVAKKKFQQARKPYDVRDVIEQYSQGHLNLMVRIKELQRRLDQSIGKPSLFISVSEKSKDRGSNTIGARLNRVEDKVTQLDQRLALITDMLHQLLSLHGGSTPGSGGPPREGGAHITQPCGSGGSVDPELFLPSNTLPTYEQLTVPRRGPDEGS
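Doses: Single concentration per compound, DMSO matched to controls | Test system: KCNQ1-transfected CHO-K1 cells | Timing: 90 min dye loading and 20 min compound exposure, both at room temperature | Measured by: Kinetic FluxOR thallium fluorescence, 10-s 1-Hz baseline, 110-s post-stimulus read | Medium: Assay buffer with matched DMSO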
KCNK3 block: human KCNK3 channel inhibition, primary screen. AID 602410. 340,000 tested, 0.84% active. O14649. CHO-KCNK3 thallium flux, FluxOR fluorescence; stronger effect = lower value. B-score at 10 µM;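 active = B-score under library mean minus 4 SD, starting fluorescence ratio at most library mean plus 5 SD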;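 note: more negative B-score means stronger inhibition of thallium flux through KCNK3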
SKKanGAS inh: SKKanGAS growth inhibition | S. pyogenes SKKanGAS, kanamycin growth, BacTiter-Glo, 6 h | inhibition, % at 7.5 µM | 300,000 tested, 1.3% active;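 active = mean replicate score, as percent of positive control median, at least 50; inconclusive = mean below 50 but one replicate at or above 50; inactive = mean and every replicate below 50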;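 note: strain carries kanamycin resistance gene driven by streptokinase promoter and grows in 40 µg/ml kanamycin; loss of luminescence reflects streptokinase promoter inhibition or plain growth inhibition; 0% = median of DMSO wells and 100% = positive control at its reference dose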
TMEM16A act: mouse TMEM16A channel activation, primary screen. Q8BHY3. HEK293 TMEM16A/YFP-H148Q/I152L, iodide quench fluorescence; stronger effect = lower value. B-score at 10 µM. 340,000 tested, 0.3% active. AID 623877;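 active = fluorescence-ratio B-score plate-corrected deviation score at least 3 library SD below zero, with starting fluorescence score within 5 deviations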;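 note: channel opened by trigger with iodide after compound preincubation; score built on the fluorescence ratio of max minus min over baseline; more negative score means more quench and so TMEM16A activation or potentiation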
RGS4 inh: inhibitors of human RGS4. P49798. AID 463165. 310,000 tested, 0.45% active. B-score at 10 µM. HEK293 M3R/RGS4 inducible, Fluo-4 calcium flux; stronger effect = higher value; triggered by carbachol at its EC20;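 active = B-score, a plate-corrected calcium signal, over three deviations above library mean, with baseline fluorescence within five deviations of library mean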;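 note: RGS4 expression induced by doxycycline in cells with stable M3 receptor; B-score is computed from the integrated fluorescence ratio over baseline after carbachol; higher B-score means a larger calcium signal and so more RGS4 inhibition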
KCNQ1 inh: blocks the human KCNQ1 potassium channel. CHO-K1 KCNQ1, FluxOR thallium flux fluorescence; stronger effect = higher value. B-score at 10 µM. 310,000 tested, 1.3% active;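 active = compounds whose thallium flux B-score, printed positive for inhibition, exceeds three library SD while starting fluorescence stays within three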;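 note: channel opened by potassium depolarization with thallium stimulus after 20 min compound exposure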
TMEM16A inh: mouse TMEM16A channel inhibition, primary screen | 310,000 tested, 1.2% active | normalized B-score (activity score, 25-100; higher = stronger inhibition) at 10 µM | Q8BHY3 | HEK293 TMEM16A/YFP iodide influx fluorescence, ionomycin;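 active = ratio plate-corrected score three or more library SD toward inhibition, starting fluorescence score within five deviations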;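 note: score derived from kinetic fluorescence span divided by baseline fluorescence per well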
RGS4 pot: RGS4 potentiation or activation; HEK293 M3R/inducible RGS4, carbachol calcium flux Fluo4; stronger effect = lower value; B-score at 10 µM; 310,000 tested, 0.92% active; AID 463111;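 active = B-score of the integrated calcium signal more than 4 SD below the library mean, with starting fluorescence not abnormally high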;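 note: negative B-score means reduced calcium response which marks RGS4 activation or potentiation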
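System – HEK293 FlpIn-TREx cells, stable M3R, doxycycline-inducible RGS4 · Reagent – ECmax carbachol challenge · Times – compound preincubation 20 min at room temperature before agonist · Technique – Fluo4 fluorescence kinetic imaging of calcium · Measure – B score of integrated Fluo4 ratio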
HDAC3 inhib: human HDAC3 inhibition; recombinant HDAC3, fluorogenic peptide/trypsin coupled, fluorescence; inhibition, % at 8.3 µM; 320,000 tested, 0.15% active; in the data active = inhibition above about 26%, passing the limit was not always enough; inconclusive = no clear call, values can overlap the other calls
Target sequence (O15379 whole entry, looked up): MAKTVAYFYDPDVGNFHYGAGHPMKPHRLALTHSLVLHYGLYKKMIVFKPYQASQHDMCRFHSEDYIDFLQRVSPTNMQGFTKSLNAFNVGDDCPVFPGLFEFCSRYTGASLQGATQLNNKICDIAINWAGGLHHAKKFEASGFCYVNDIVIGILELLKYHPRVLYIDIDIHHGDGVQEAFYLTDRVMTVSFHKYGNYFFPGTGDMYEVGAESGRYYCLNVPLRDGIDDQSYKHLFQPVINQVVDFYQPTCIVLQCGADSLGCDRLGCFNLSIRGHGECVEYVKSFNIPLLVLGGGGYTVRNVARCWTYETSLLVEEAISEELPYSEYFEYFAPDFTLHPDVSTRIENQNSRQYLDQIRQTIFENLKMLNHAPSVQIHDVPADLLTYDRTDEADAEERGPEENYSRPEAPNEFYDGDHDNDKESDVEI
An asterisk follows results filed as active; i = inactive; ? = inconclusive; . = no result given.

SMILES	KCNK9 inh	hERG protect	KCNQ1 act	KCNK3 block	SKKanGAS inh	TMEM16A act	RGS4 inh	KCNQ1 inh	TMEM16A inh	RGS4 pot	HDAC3 inhib
CNC(=S)NNC(=O)c1sccc1OCc1ccc(C)cc1	i	-11	i	i	-2	i	i	i	i	i	-9
COc1cc(SC)ccc1C(=O)OCC(=O)N1CCN(C(C)=O)CC1	i	-11	i	i	-1	i	i	i	i	i	3
CCOC(=O)C1CCN(C(=O)Cn2nc(CC)n3cccc3c2=O)CC1	i	-7	i	i	-5	i	i	i	i	i	-2
Cn1c(SCC(=O)c2ccccc2)nnc1C1CC1	i	-4	i	i	-1	i	i	i	i	i	8
Cc1nc2ccc(S(=O)(=O)Nc3ccccc3C)cc2s1	i	-11	i	i	2	i	i	i	i	i	5
Cn1nc(Oc2ncc(C(F)(F)F)cc2Cl)cc1C(F)(F)F	i	-11	i	i	-2	i	i	i	i	i	-6
O=c1c2c3c(sc2nc2n1CCCCC2)CCC3	i	-7	i	i	-3	i	i	i	i	i	-16
CCn1c(C)c(C)c2cc(C(=O)N3CCc4ccccc4C3)ccc21	i	-8	i	i	18	i	i	7*	i	i	11
COCCCNS(=O)(=O)c1ccc2c(c1)OCCO2	i	-9	i	i	5	i	i	i	i	i	0
COc1ccc(-c2cc(C(=O)Nc3c(C)n(C)n(-c4ccccc4)c3=O)c3ccccc3n2)cc1OC	i	-25	i	i	6	i	i	i	i	i	1
COC(=O)c1c(NC(=O)c2ccco2)sc2c1CCN(C(C)C)C2	i	-5	i	i	1	i	i	i	i	i	3
Cc1nn(CC(=O)NCc2cccc(F)c2)c(=O)c2cccn12	i	-5	i	i	6	i	i	i	i	i	0
O=C(NNc1cccc(Cl)n1)Nc1cccc(C(F)(F)F)c1	i	-8	i	i	4	i	i	i	i	i	11
CC12COC3(C(=O)Nc4ccc5ccccc5c4)CC1CCC32C (stereo not given)	i	-1	i	i	-9	i	i	i	i	i	3
CN1CCC(N(C)C(=O)COc2ccc(S(=O)(=O)N3CCOCC3)cc2)CC1	i	-9	i	i	-3	i	i	i	i	i	5
CCOc1cc([N+](=O)[O-])cc2c1C(=O)Nc1ccccc1O2	i	-12	i	i	18	i	i	i	i	i	-1
O=C(CCc1ccccc1)Nc1ccnn1C1CCN(Cc2ncc[nH]2)CC1	i	-7	i	i	-2	i	i	i	i	i	-1
CNC[C@H](CC1CCCCC1)NC[C@H](Cc1ccccc1)NCCC12CC3CC(CC(C3)C1)C2	-10*	-3	i	i	98*	i	i	i	100*	-8.9*	-8
CC1(C)CC(=O)c2c(nc3ccccc3c2N)C1	i	-7	i	i	-3	i	i	i	i	i	-7
Cc1cc(C)nc(SCCCn2c(=O)[nH]c3ccccc32)n1	i	-4	i	i	-8	i	i	i	i	i	0
C/C(N)=C(/C#N)C(=O)CSc1nn(-c2ccc(Cl)cc2)c(=S)s1	i	-32	i	i	11	i	i	i	i	i	3
O=C(NCC(c1cccs1)N1CCOCC1)c1ccccc1NS(=O)(=O)c1cc([N+](=O)[O-])ccc1Cl (stereo not given)	i	-6	i	i	12	i	i	i	i	i	0
C=CCc1cc(C=O)cc(OC)c1OCc1ccc(Cl)cc1	i	-5	i	i	17	i	i	i	i	i	14
O=C(CN1C(=O)C2CCCCC2C1=O)OCn1nnc2ccccc2c1=O (stereo not given)	i	-6	i	i	4	i	i	i	i	i	-3
CCc1ccccc1N(CC(=O)N1CCc2ccccc2C1)S(C)(=O)=O	i	-4	i	i	14	i	i	i	i	i	1
COc1ccc(NS(=O)(=O)c2ccc(NC(=O)C(CCSC)NC(N)=O)cc2)cc1 (stereo not given)	i	-11	i	i	5	i	i	i	i	i	.
Cc1ccc(-c2nnc(Nc3ccc(C(N)=O)cc3)c3ccccc23)cc1S(=O)(=O)NCC1CCCO1 (stereo not given)	i	-11	i	i	7	i	i	i	i	i	-5
O=C(CSc1nccn1-c1ccccc1)c1ccc(Br)cc1	i	-12	i	i	-3	i	i	i	i	i	0
CCN(CC)S(=O)(=O)c1cc(NC(=O)C(C)N2CCN(Cc3ccc4c(c3)OCO4)CC2)ccc1C (stereo not given)	i	-7	i	i	-1	i	i	i	i	i	2
COc1ccc(/C=N/NC(=O)c2cccnc2)cc1	i	-8	i	i	-9	i	i	i	i	i	4
COC(=O)C1=C(CS(=O)(=O)c2ccccc2)NC(=O)NC1c1ccccc1 (stereo not given)	i	-9	i	i	-5	i	i	i	i	i	6
COc1ccc(C(=S)N2CCOCC2)cc1OC(=O)c1ccc([N+](=O)[O-])cc1[N+](=O)[O-]	i	-14	i	i	4	i	i	i	i	i	0
O=C(c1ccc(Cl)cc1)C1CCCN(Cc2ccc(Oc3ncccn3)cc2)C1 (stereo not given)	i	-17	i	i	-18	i	i	i	i	i	.
CC(=O)Nc1ccc(S(=O)(=O)N2CCN=C2SCc2ccc(C)cc2)cc1	i	-10	i	i	?	i	i	i	i	i	3
CC(C)(C)c1ccccc1NC(=O)c1ccc2c(c1)SC1=NS(=O)(=O)CCN12	i	-5	i	i	-4	i	i	i	i	i	-5
Cc1nonc1NC(=O)Nc1cccnc1	i	-9	i	i	-4	i	i	i	i	i	-9
Nc1nonc1C(=O)N1CCCCC1	i	-10	i	i	-10	i	i	i	i	i	2
O=S(=O)(Nc1nc2ccccc2nc1NCCO)c1cccc(Cl)c1	i	-6	i	i	11	i	i	i	i	i	-9
COc1ccc(C(=O)C2CCCN(Cc3cn[nH]c3-c3ccccc3)C2)cc1OC (stereo not given)	i	-18	i	i	-3	i	i	i	i	i	7
CCC1=C2CC[C@H]3C(=O)N(c4ccccc4)C(=O)[C@H]3[C@H]2[C@@]2(C)C(=NCc3ccccc3)OC(=O)N2C1=O	i	-4	i	i	-4	i	i	i	i	i	0
Cc1nc2nc(C)c(NS(=O)(=O)c3ccc(C4CCCCC4)cc3)c(=O)n2[nH]1	i	-8	i	i	14	i	i	i	i	i	6
O=C(CN1CCN(c2ncccn2)CC1)NCc1ccccc1	i	2	i	i	-3	i	i	i	i	i	-2
Cc1ccc(NC(=O)c2ccc(CSc3nnc(C)s3)cc2)c(C)c1	i	-6	i	i	-1	i	i	i	i	i	-10
Cc1cn(C2C=CC(CO)O2)c(=O)[nH]c1=O (stereo not given)	i	0	i	i	2	i	i	i	i	i	1
Cc1cc(C)c2oc(C(=O)Nc3ccc(S(=O)(=O)N4CCCC(C)C4)cc3)cc(=O)c2c1 (stereo not given)	i	-7	i	i	19	i	i	i	i	i	0

A different layout for 2 compounds above:
The line under a structure holds: KCNK9 inh	hERG protect	KCNQ1 act	KCNK3 block	SKKanGAS inh	TMEM16A act	RGS4 inh	KCNQ1 inh	TMEM16A inh	RGS4 pot	HDAC3 inhib
CC(C)(C)c1ccccc1NC(=O)c1ccc2c(c1)SC1=NS(=O)(=O)CCN12
    i	-5	i	i	-4	i	i	i	i	i	-5
Cc1nonc1NC(=O)Nc1cccnc1
    i	-9	i	i	-4	i	i	i	i	i	-9

The results go on:
SMILES	KCNK9 inh	hERG protect	KCNQ1 act	KCNK3 block	SKKanGAS inh	TMEM16A act	RGS4 inh	KCNQ1 inh	TMEM16A inh	RGS4 pot	HDAC3 inhib
O=C(NCCO)c1nc2ccccc2s1	i	-7	i	i	0	i	i	i	i	i	4
COc1ccc(NC(=O)Nc2ccccc2OC)cc1	i	-13	i	i	3	i	i	i	i	i	-5
CCOC(=O)c1[nH]c(C(=O)O)c(CCN(CC)CC)c1C	i	-2	i	i	2	i	i	i	i	i	.
N#Cc1ccccc1-n1c(N)c(C(=O)N2CCCC2)sc1=S	i	-14	i	i	1	i	i	i	i	i	3
O=C(Cc1ccc(F)cc1)N1CCN(c2ccc(F)cc2)CC1	i	-5	i	i	15	i	i	i	i	i	-11
NC(=O)NC(=O)COC(=O)CCCc1c[nH]c2ccccc12	i	0	i	i	0	i	i	i	100*	i	1
CCN1C(=O)C(O)(C2COC(C)(C)CC2=O)c2cc(Br)ccc21 (stereo not given)	i	-11	i	i	-12	i	i	i	i	i	?
COc1cc(CN2CCCC(C(=O)Nc3cccc(-n4cccn4)c3)C2)ccc1F (stereo not given)	i	-15	i	i	-6	i	i	i	i	i	5
C=CCNC(=O)c1onc(CS(=O)(=O)c2cc(C)cc(C)c2)c1C(=O)NCC=C	i	-5	i	i	-2	i	i	i	i	i	3
COc1ccc(S(=O)(=O)N(C)CC(=O)O)c2ccccc12	i	1	i	i	-3	i	i	i	i	i	-1
Cc1[nH]nc(SCC(=O)NC2CCCC2)c1[N+](=O)[O-]	i	-11	i	i	4	i	i	i	i	i	1
Cc1ccc(NC(=O)CN(C)C(=O)c2sc3cc(Cl)ccc3c2Cl)cc1	i	-3	i	i	29	i	i	i	i	i	.
COc1ccc([C@@H]2C[C@@H](c3ccccc3)Oc3c(C)ccc(C(C)C)c32)cc1	i	-12	i	.	6	.	i	i	i	i	-1
COc1ccc(N(C(=O)C2CSC(=O)C2)C(C(=O)NC(C)(C)C)c2ccncc2)cc1 (stereo not given)	i	0	i	i	-4	i	i	i	i	i	-2
NC(=O)CSc1nccn1Cc1ccc2c(c1)OCO2	i	-12	i	i	3	i	i	i	i	i	1
Cc1ccc(C(c2sc3ncnn3c2O)N2CC(C)CC(C)C2)cc1 (stereo not given)	i	-8	i	i	2	i	i	i	i	i	-1
CCn1c(/C=C/N(C(C)=O)c2ccccc2)[n+](CC)c2ccc(Cl)cc21	i	-13	i	i	4	i	i	i	i	i	5
CC(C)(C)NC(=O)Cn1nnc(-c2ccccc2Cl)n1	i	-12	i	i	3	i	i	i	i	i	2
Cn1nnnc1SCc1cc(=O)n2ccsc2n1	i	-4	i	i	14	i	i	i	i	i	-1
N/C(=N\OC(=O)COc1ccc(Cl)cc1Cl)c1ccccn1	i	-3	i	i	4	i	i	i	i	i	0
C=CCNC(=S)NNC(=O)c1csc(CC)c1	i	2	i	i	-1	i	i	i	i	i	4
COc1ccc(OC)c2sc(NC(=O)C3=COCCO3)nc12	i	-9	i	i	-10	i	i	i	i	i	4
COc1ccc(-c2cc(C(=O)Nc3ccccc3N3CCOCC3)c3ccccc3n2)cc1OC	i	-19	i	-8.7*	18	i	i	i	i	i	-6
CCOc1ncccc1C(=O)NCc1ccccc1	i	-7	i	.	0	.	i	i	i	i	-1
CC(C)N(C(=O)Cn1c(Cl)nc2ccccc21)C(C)C	i	-10	i	i	-2	i	i	i	i	i	5

Compound activity deposited in PubChem BioAssay by several laboratories.
